# A3A deaminase = inhibitors of human APOBEC3A DNA deaminase | inhibition, % at 20 µM | recombinant A3A, FAM/TAMRA ssDNA deamination fluorescence | hit rate 0.41% among 330,000 | P31941 | AID 493011;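 active = at least 40% inhibition at 20 µM here, with at most 30% in a related deaminase screen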;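 note: plate controls were A3A with DMSO for no effect and wells lacking A3A enzyme for full effect; some results filed as inactive read as strong as hits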
# Target sequence (P31941 whole entry, looked up): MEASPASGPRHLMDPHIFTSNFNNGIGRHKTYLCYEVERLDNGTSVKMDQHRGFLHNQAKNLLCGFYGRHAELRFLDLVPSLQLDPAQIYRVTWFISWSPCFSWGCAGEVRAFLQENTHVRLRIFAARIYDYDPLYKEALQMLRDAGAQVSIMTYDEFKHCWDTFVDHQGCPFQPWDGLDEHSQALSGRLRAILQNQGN
# hIAP activ = increases human intestinal alkaline phosphatase activity; purified human IAP, CDP-Star luminescence, 30 min; stronger effect = higher value; 1 = vehicle-only enzyme, 0 = enzyme-free background; activation factor at 10 µM; hit rate 0.16% among 330,000; AID 2524;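 active = activation factor of the enzyme at least 2-fold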; note: the source names both 10 and 20 µM as test concentration; values of inactives mirror those of a sister screen read the other way
# MIN6 prolif = inducers of beta-cell replication in MIN6 cells | MIN6 cells proliferation, ATPlite luminescence, 48 h; cells starved in 0.2% serum; 100% = growth in 10% serum | proliferation, % at 10 µM | hit rate 0.29% among 330,000 | AID 2380;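 active = compounds whose signal lies at least 3.5 SD above the mean of all wells on their plate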;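 note: 0% = DMSO-treated cells in low-serum medium and 100% = 10% serum control; some compounds called inactive have numbers as strong as hits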
# mIAP block = blocks mouse intestinal alkaline phosphatase; purified mouse IAP, CDP-Star luminescence, 30 min; inhibition, % at 10 µM; hit rate 0.2% among 330,000; AID 2806;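 active = inhibition of at least 40% at 10 µM in the primary screen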;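 note: plate controls were DMSO with enzyme for no effect and no enzyme wells for full effect; values of inactives mirror those of a sister screen read the other way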
# A3G deaminase = APOBEC3G (human) deaminase inhibition; Q9HC16; recombinant A3G, ssDNA deamination FAM/TAMRA fluorescence; inhibition, % at 20 µM; hit rate 0.28% among 330,000; AID 493012;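 active = inhibition of at least 40% at 20 µM, with no more than 30% in the related APOBEC3A deaminase screen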;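 note: plate controls were DMSO wells with A3G for no effect and wells lacking A3G enzyme for full effect; some compounds called inactive have numbers as strong as hits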
# Target sequence (Q9HC16 whole entry, looked up): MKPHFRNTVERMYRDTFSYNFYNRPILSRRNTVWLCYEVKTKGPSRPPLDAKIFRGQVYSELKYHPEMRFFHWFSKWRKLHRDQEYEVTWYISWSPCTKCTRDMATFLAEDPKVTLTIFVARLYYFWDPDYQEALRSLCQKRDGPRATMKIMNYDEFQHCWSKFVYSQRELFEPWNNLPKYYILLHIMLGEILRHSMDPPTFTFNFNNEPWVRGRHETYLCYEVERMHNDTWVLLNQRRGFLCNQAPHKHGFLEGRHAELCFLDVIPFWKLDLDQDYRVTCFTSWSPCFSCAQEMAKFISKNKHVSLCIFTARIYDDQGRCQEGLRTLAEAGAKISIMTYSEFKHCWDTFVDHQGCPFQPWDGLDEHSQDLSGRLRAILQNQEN
# ATG4B inhibitor = blocks human ATG4B protease cleavage of LC3 substrate; inhibition, % at 8.33 µM; Q9Y4P1; hit rate 0.51% among 340,000; ATG4B cleavage of LC3-PLA2, NBD-HPC fluorescence, 1 h; in the data active = inhibition above about 40%
# Target sequence (Q9Y4P1 whole entry, looked up): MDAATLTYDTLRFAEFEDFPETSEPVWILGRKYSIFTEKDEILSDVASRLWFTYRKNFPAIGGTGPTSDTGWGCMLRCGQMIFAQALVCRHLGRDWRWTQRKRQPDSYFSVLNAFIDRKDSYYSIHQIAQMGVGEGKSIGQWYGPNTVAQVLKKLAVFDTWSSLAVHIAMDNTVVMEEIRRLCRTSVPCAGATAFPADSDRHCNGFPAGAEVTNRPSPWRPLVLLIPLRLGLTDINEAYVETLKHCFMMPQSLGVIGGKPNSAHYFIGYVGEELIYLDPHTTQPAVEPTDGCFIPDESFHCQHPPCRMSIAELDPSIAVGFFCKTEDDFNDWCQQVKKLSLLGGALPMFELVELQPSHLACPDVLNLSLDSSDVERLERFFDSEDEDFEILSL
# hIAP inh = blocks human intestinal alkaline phosphatase | P09923 | purified IAP, CDP-Star luminescence, 30 min | inhibition, % at 10 µM | hit rate 0.12% among 330,000 | AID 2544;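 active = inhibition reaching a set limit with compound at 10 µM in the primary screen, cut at about 35% in these data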;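 note: plate controls were DMSO wells with enzyme for no effect and no-enzyme buffer wells for full effect; values of inactives mirror those of a sister screen read the other way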
# mIAP activ = mouse IAP activation; activation factor at 10 µM; muIAP, CDP-Star luminescence, 30 min; stronger effect = higher value; 1 = vehicle-only enzyme signal, 0 = enzyme-free wells; hit rate 0.24% among 330,000;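 active = activation factor of at least 2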; note: the source names both 10 and 20 µM as test concentration; values of inactives mirror those of a sister screen read the other way
#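 System: mouse IAP enzyme. Reagent: CDP-Star chemiluminescent phosphatase substrate. Benchmarks: DMSO wells, no-enzyme wells. Times: 30 min enzyme-substrate-compound incubation at room temperature. Detection: luminescence from enzymatic CDP-Star hydrolysis. Doses: test compounds delivered from DMSO solution.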
# MPTP block = permeability transition pore inhibition | hit rate 1.4% among 360,000 | inhibition, % at 10 µM | isolated mouse mitochondria, Ca2+ swelling absorbance, 30 min | AID 602449;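 active = inhibition of 50% or more, scaled per plate between neutral and stimulator controls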;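 note: 0% = DMSO wells given calcium and 100% = 1 mM EGTA wells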
# Starred values were filed as active, the others as inactive; · = not tested or not shown.
SMILES,A3A deaminase,hIAP activ,MIN6 prolif,mIAP block,A3G deaminase,ATG4B inhibitor,hIAP inh,mIAP activ,MPTP block
COC(=O)c1sccc1NC(=O)C1CC=CCC1C(=O)O (configuration not stated),-3,0.97,0,-3,-6,-9,3,1,1.2
COc1ccc(CNC(=O)Nc2ccc3c(c2)N(C)C(=O)CS3)cc1,1,1.2,-3,-75,-2,-11,-22,1.8,3.6
COc1ccc(C2CC(c3cccs3)=NN2c2ccccc2)cc1 (configuration not stated),0,1.2,-4,-97,-5,0,-17,2,3.7
COc1ccc(C(=O)Nc2cc3c4c(c2)C(C)C(=O)N4CCC3)cc1 (configuration not stated),1,1,-5,-4,4,0,-3,1,0.4
COc1cc(/C=N/NC(=S)Nc2cccc(S(=O)(=O)N(C)C)c2)cc(OC)c1O,-3,0.89,0,15,-3,-6,11,0.85,4.2
CN1CCc2c(sc(NC(=O)CS(=O)(=O)c3ccc(F)cc3)c2C(N)=O)C1,-3,0.9,2,-2,-5,9,10,1,-0.7
CCCSc1ccc([C@@H]2[C@@H]3C(=O)N(C)C(=O)[C@@H]3[C@]3(C(=O)OC)CCCN23)cc1OC,-2,1,-3,4,-11,-8,-1,0.95,0.7
O=C(NCCc1nnc2ccc(NCc3ccc(F)cc3)nn12)c1ccccc1,-6,1.1,-5,0,-3,-5,-9,1,1.4
O=C(O)c1nn(-c2cccc(Cl)c2)c(=O)cc1O,-3,0.93,-3,3,-4,-4,7,0.97,-0.3
CC(NC(=O)COC(=O)c1ccc2ccccc2n1)C1CC2CCC1C2 (configuration not stated),1,0.88,0,-4,1,-11,12,1,-2.5
Cn1cc(CC(=O)NC2CCCCC2)c2ccccc21,2,1.2,4,-1,-4,-8,-15,1,0.8
O=C(Nc1ccc(F)cc1)c1ccc(-n2ccnc2)nc1,0,0.92,-1,1,-7,-11,8,0.99,0.8
O=C(CNC(=O)c1ccc(Br)cc1)N=Nc1c(O)[nH]c2ccc([N+](=O)[O-])cc12,3,1.5,-1,8,-3,2,-48,0.92,3.6
O=C(CC1NCCNC1=O)Nc1ccc2c(c1)OCO2 (configuration not stated),-3,0.89,-1,2,-3,9,11,0.98,-0.4
COc1cc(C(=O)Nc2scc(-c3ccc(Br)cc3)c2C(=O)O)cc(OC)c1OC,1,1,-5,15,0,34,-1,0.85,1.9
FC(F)(F)c1ccccc1NC(=S)N1CCN(Cc2ccc3c(c2)OCO3)CC1,-2,0.95,-5,9,-9,0,4,0.91,2.9
CCN(C[C@H]1N[C@@](C)(C(=O)OC)[C@H]2C(=O)N(C)C(=O)[C@@H]12)C(=O)c1ccc(F)cc1,-3,1,-1,0,-3,4,-4,1,0.2
Cc1ccc(S(=O)(=O)NC2CCCCC2)c2nsnc12,-1,0.96,-1,10,-6,14,4,0.9,-0.9
CCOc1ccc(C(=O)N/N=C/c2cccc3cccnc23)cc1,3,1.1,-4,8,0,-4,-7,0.92,-0.3
CC1CCN(S(=O)C23CC4CC(CC(C4)C2)C3)CC1 (configuration not stated),5,0.94,-1,1,-2,-5,6,0.99,0.7
CCOc1ccccc1NC(=O)c1cc(=O)c2ccccc2o1,0,1.3,-3,-8,2,-7,-26,1.1,-0.8
Cc1ccc(S(=O)(=O)NC(=O)COc2ccccc2)cc1,-3,1,-1,0,-11,0,-2,1,-0.6
S=C(Nc1cccc(Cl)c1Cl)Nn1cnnc1,-1,0.84,0,-5,-1,6,16,1,-3.1
CCN(CC)CCNC(=O)c1cc(-c2cccnc2)nc2ccc(S(=O)(=O)N3CCC(C)CC3)cc12,0,1,-3,13,-8,-7,-4,0.87,-0.5
O=C1OC(Cc2ccccn2)C(O)=C1C1=NCCCCN1 (configuration not stated),3,1.1,-1,-6,-4,8,-6,1.1,-1.9

# Full records from above. Values in the order: A3A deaminase, hIAP activ, MIN6 prolif, mIAP block, A3G deaminase, ATG4B inhibitor, hIAP inh, mIAP activ, MPTP block
# CCOc1ccccc1NC(=O)c1cc(=O)c2ccccc2o1 in the list: 0, 1.3, -3, -8, 2, -7, -26, 1.1, -0.8
# O=C1OC(Cc2ccccn2)C(O)=C1C1=NCCCCN1 (configuration not stated) in the list: 3, 1.1, -1, -6, -4, 8, -6, 1.1, -1.9
# Cn1cc(CC(=O)NC2CCCCC2)c2ccccc21 in the list: 2, 1.2, 4, -1, -4, -8, -15, 1, 0.8
# S=C(Nc1cccc(Cl)c1Cl)Nn1cnnc1 in the list: -1, 0.84, 0, -5, -1, 6, 16, 1, -3.1

# Additional structures
SMILES,A3A deaminase,hIAP activ,MIN6 prolif,mIAP block,A3G deaminase,ATG4B inhibitor,hIAP inh,mIAP activ,MPTP block
Cc1ccc(Cn2nnc3c(=O)n(CC(=O)NCc4ccc5c(c4)OCO5)cnc32)cc1,0,1.3,-1,-4,-8,-6,-30,1,-0.5
CC1CCN(C(=O)c2ccc(S(=O)(=O)N(C)C)cc2)C(C)C1 (configuration not stated),2,0.97,-1,4,1,-8,3,0.96,-0.8
CS(=O)(=O)N(CC(=O)NC1CCCCC1)Cc1ccc(F)cc1,0,0.85,2,3,0,-6,15,0.97,-1.5
Cc1cc(C(=O)NC2CC(C)(C)Cc3c2cnn3-c2ccccc2)n(C)n1 (configuration not stated),-7,1.2,-1,-5,-5,-7,-16,1,-0.6
Cc1cc(C)n(CC(=O)N/N=C/c2cccc([N+](=O)[O-])c2)n1,1,0.89,-3,6,-9,8,11,0.94,-0.4
Cc1c(NS(=O)(=O)c2ccc(NCC3CCCO3)c([N+](=O)[O-])c2)c(=O)n(-c2ccccc2)n1C (configuration not stated),1,0.96,-2,6,-2,-2,4,0.94,1.1
Cc1cc(C[n+]2ccccc2)c2nsnc2c1,3,1.2,-2,-2,2,-4,-16,1,0.5
O=C(c1ccc(F)cc1)c1ccc(-c2ccc(F)cc2)nc1,1,0.99,-3,1,-1,-10,1,0.99,0.0
CCN(CCCNC(=O)CNC(=O)c1nn(-c2ccc(OC)cc2)c(=O)c2ccccc12)c1cccc(C)c1,0,0.82,0,20,-4,4,18,0.8,-1.2
CC(C)N1CC(O)=C(c2nc3ccccc3[nH]2)C1=N,-1,1,2,-15,-1,14,-1,1.2,-3.4
CCOC(=O)Cn1c2ccc(F)cc2c2nc(C)sc21,3,1.2,-1,-11,-14,-4,-18,1.1,-1.2
Cc1ccc(-c2nc(CN3CCCCC3c3cccc(F)c3)c(C)o2)o1 (configuration not stated),4,0.94,-2,-10,-4,2,6,1.1,-0.6
CCOCCOC(=O)COC(=O)c1ccccc1NC(=O)c1ccccc1,-3,1,-2,10,-6,-5,-4,0.9,2.7
CC(C)=Cc1oc2ccc([N+](=O)[O-])cc2c1N1CCOCC1,-6,0.97,0,-8,5,-16,3,1.1,-2.0
C[C@H]1CCC2[C@](C)(CO)[C@@H](O)CC[C@]2(C)[C@@]12CCC(CO)(CCO)O2 (some centres not stated),-2,1.1,1,4,-9,-4,-14,0.96,1.6
C/C(=N\NS(=O)(=O)c1ccc(Cl)c([N+](=O)[O-])c1)c1cc2ccccc2o1,-1,0.94,-5,9,1,-3,6,0.91,35
Cc1sc[n+](CC(=O)c2ccc(Br)cc2)c1C,-3,1.1,1,15,0,4,-6,0.85,-2.1
COc1cc(NC(=O)Cn2c(=O)n(CC3CCCO3)c(=O)c3ccccc32)cc(OC)c1 (configuration not stated),1,0.88,-1,-3,0,-8,12,1,0.7
CN(C)S(=O)(=O)c1ccc(-n2cccc2)cc1,1,1,-1,-2,-2,4,-2,1,-1.2
CCN1C(=O)[C@@H]2[C@H](C1=O)[C@@H]1C(=O)Nc3ccccc3C(=O)N1[C@@H]2c1cccc(Cl)c1,-1,0.91,-2,-2,-4,-2,9,1,0.3
CC1CCC(C(C)C)C(OC(=O)CSc2nccc(=O)[nH]2)C1 (configuration not stated),2,0.93,-4,3,1,-1,7,0.97,0.0
Cc1[nH]c(=O)[nH]c(=O)c1S(=O)(=O)N1CCCc2ccccc21,3,0.98,-1,-10,14,5,2,1.1,-1.6
Cc1sc2nc(C(C)C)nc(SCC(=O)N3CCN(C(=O)c4ccco4)CC3)c2c1C,3,0.99,-5,2,-3,47*,1,0.98,0.1
O=C(COc1ccccc1Br)N1CCN(c2ccccc2)CC1,-2,0.88,-3,5,-4,0,12,0.95,-2.9
N#C/C(=C(/O)CN1CCN(c2ccccc2F)CC1)c1nc(-c2ccc(Cl)cc2)cs1,-5,1.2,-4,2,-2,2,-17,0.98,58*

# Other compounds follow:
SMILES,A3A deaminase,hIAP activ,MIN6 prolif,mIAP block,A3G deaminase,ATG4B inhibitor,hIAP inh,mIAP activ,MPTP block
Brc1ccc(-c2ccc(C3Nc4cccc5cccc(c45)N3)o2)cc1,-3,0.85,-7,34,13,·,15,0.66,·
Cc1ccc(-n2c(=O)[nH]c3c(C(N)=O)nc(C(C)C)nc32)cc1,1,1.6,-5,-2,-6,9,-65,1,0.6
COc1ccccc1Nc1nc2ccccc2n2cnnc12,0,1.1,4,10,0,-8,-6,0.9,0.1
O=C(OCC(O)COc1ccccc1)c1ccc([N+](=O)[O-])cc1 (configuration not stated),3,0.91,4,-3,-3,-3,9,1,0.6
CCOC(=O)c1c(S(=O)(=O)NCC(=O)N2CCN(c3ccccc3OC)CC2)c(C)n(C)c1C,-2,1.1,0,7,-3,-13,-7,0.93,-3.1
COc1cc(Cl)c(C)cc1NC(=O)CCN1C(=O)NC(C)(C)C1=O,-2,0.97,-3,-1,-8,-3,3,1,1.9
CC(=O)N(C)c1ccc(OCC(O)CN(Cc2ccco2)S(=O)(=O)c2ccc(C)cc2)cc1 (configuration not stated),2,1.4,-2,1,4,-10,-44,0.99,7.1
O=C(COC(=O)CCc1nc2ccccc2c(=O)[nH]1)Nc1ccccc1Cl,-6,1.2,0,-2,-6,3,-16,1,1.6
Cc1ccc(C(=O)NCC(=O)NCC(=O)OCc2ccc(Oc3ccc([N+](=O)[O-])cc3)cc2)cc1,4,0.87,-4,5,2,-15,13,0.95,51*
CCOC(=O)c1ccc(Oc2nc(N(C)C)nc(N3CCOCC3)n2)cc1,-5,1.1,-3,-1,-4,-13,-13,1,0.7
Cc1cc(C)c(S(=O)(=O)c2ccccc2C)c(Oc2ccccc2)n1,0,1.2,-2,5,-6,-6,-25,0.95,2.6
CN(C)Cc1c(C(=O)N/N=C/c2ccc(OCc3c(F)cccc3Cl)cc2)nnn1-c1nonc1N,-5,0.68,-3,14,-4,-2,32,0.86,-2.1
Cc1ccccc1C(=O)N1CCC(C(=O)NC2CCCCCC2)CC1,2,1.2,2,-20,0,2,-15,1.2,-1.8
CCN(CC)C(=O)C1=C(C)NC(=S)NC1c1ccc(C)s1 (configuration not stated),-6,1.1,-1,-5,-13,2,-10,1.1,-2.6
O=c1c2ccccc2oc2c1ccc1ccccc12,5,·,·,16,5,3,·,0.84,-2.2
COc1ccc(C(=O)O/N=C(\N)c2ccncc2)cc1OC,-2,0.95,-2,12,-5,0,5,0.88,-2.4
O=C(Nc1cc2cc([N+](=O)[O-])ccc2oc1=O)c1cccs1,1,1,-1,5,-4,·,-1,0.95,·
COc1ccc(CCNC(=O)CN2CCN(c3ccccc3Cl)CC2)cc1,2,0.98,0,-1,-3,-17,2,1,-2.1
Cc1cccc(Cn2c(N3CCN(C)CC3)nc3c2c(=O)[nH]c(=O)n3C)c1,-2,1.1,1,-8,-7,-5,-6,1.1,0.4
CC(=O)c1c(C)[nH]c(C(=O)OCC(=O)Nc2ccc(C)cc2[N+](=O)[O-])c1C,1,1.1,-6,7,-1,-14,-7,0.93,100*

# Screening results deposited in PubChem by Sanford-Burnham Center for Chemical Genomics.
